# Screens as filed in PubChem BioAssay.
# WT yeast gro inh – growth inhibition of WT yeast, mitochondrial fusion screen; 2.1% of 190,000 active; mitochondrial fusion phenotypic screen, WT strain; inhibition, % at 10 µM; AID 1362; in the data active = inhibition above about 58%; tested in S. cerevisiae
# LYP inhibition – PTPN22 lymphoid phosphatase activity blockers – biochemical, fluorescence intensity, uHTS (AID 1779) | inhibition, % at 11.5 µM; hits with a dose series show IC50 in µM | recombinant LYP phosphatase, fluorescence intensity; higher % means a stronger effect | 0.054% of 290,000 active; in the data active = inhibition above about 50%;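 also: plate controls were vehicle with enzyme for no effect and no enzyme for full effect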
# RSV antiviral HEp-2 – inhibition of RSV-induced cytopathic effect – HEp-2 cells, primary 10 µM value included (AID 2391); CPE inhibition, % at 10 µM, or IC50 in µM where a hit was titrated; 0.13% of 310,000 active; HEp-2 cells, RSV-induced CPE inhibition; higher % means a stronger effect; in the data active = a potency from the dose series; inconclusive = CPE inhibition mostly from about 23% at the one dose, without a potency; inactive = the rest, 99 in 100 with CPE inhibition below about 21%; also: strong numbers were not always called active
# GPR35 antagonists – GPR35 antagonists blocking zaprinast-driven arrestin recruitment, primary screen, imaging, U2OS, beta-arrestin-GFP, zaprinast agonist (AID 2058) | 0.052% of 290,000 active | U2OS GPR35 beta-arrestin-GFP translocation imaging, zaprinast antagonism; higher % means a stronger effect | inhibition, % at 10 µM; hits with a dose series show IC50 in µM;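 active = inhibition of at least 50% with at least 30 cells and total cytoplasm GFP at most 10,000,000; inconclusive = under 30 cells or total GFP of 10,000,000 plus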
# NS5 inhibitors – Dengue-2 NS5 methyltransferase inhibitors, primary screen, biochemical, confirmation dose response (AID 588689) | Dengue-2 NS5 methyltransferase capping enzyme assay, biochemical; higher % means a stronger effect | one-dose inhibition, % at 25 µM; IC50 in µM for titrated hits | 0.3% of 340,000 active; in the data active = a potency from the dose series; inconclusive = inhibition above about 29% without an active follow-up result
# AID2073 – inhibitors of Mint1-CaV2.2 protein interaction, biochemical, HTRF (AID 2073); HTRF protein-protein interaction, Mint1-CaV2.2; higher % means a stronger effect; inhibition, % at 20 µM, or IC50 in µM where a hit was titrated; 0.19% of 290,000 active; in the data active = inhibition mostly above about 51%, no sharp cut-off; inconclusive = no clear call, values can overlap the other calls; inactive = mostly below about 53%; also: some results filed as inactive read as strong as hits
# Autophagy HCS – modulators of autophagy | MEF GFP-LC3 puncta imaging; test concentration mostly 10 µM | calls only at 10 µM (by protocol) | 0.98% of 190,000 active | AID 463193;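 active = percentage of spot-positive cells more than 3 SD above its plate mean, without a fluorescence outlier flag or 80% toxicity; inconclusive = no clear call, values can overlap the other calls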;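 also: spot-positive cell cutoff set from DMSO-treated cells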
# K1F lysis inhibition – protection from phage-mediated lysis, alamar blue read-out – E. coli UTI89, K1F phage, bacterial capsule biogenesis inhibitors (AID 488966); inhibition, % at 100 µM; hits with a dose series show IC50 in µM; 0.02% of 340,000 active; E. coli UTI89 K1F phage lysis, alamar blue, 2 h; higher % means a stronger effect;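 active = phage lysis inhibition, versus mean bacterial control, above a set limit; inconclusive = no clear call, values can overlap the other calls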;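 also: capsule biogenesis inhibitors block K1F phage lysis so surviving cells raise fluorescence; higher fluorescence means more inhibition of phage lysis; actives were called in the ten point dose series up to 300 µM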
# NTR1 ag – NTR1-driven beta-arrestin-GFP spot formation – imaging, U2OS cells, high content, primary screen (AID 493036). agonist mode. P30989. activation, % at 20 µM. 0.17% of 330,000 active;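 active = activation at or above 40% of the spot to cytoplasm intensity ratio, with at least 20 cells analyzed; inconclusive = wells under 20 cells, flagged as cytotoxic or low count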;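 also: 0% = DMSO without peptide and 100% = 100 nM NTR1 peptide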
# Target sequence (P30989 whole entry, looked up): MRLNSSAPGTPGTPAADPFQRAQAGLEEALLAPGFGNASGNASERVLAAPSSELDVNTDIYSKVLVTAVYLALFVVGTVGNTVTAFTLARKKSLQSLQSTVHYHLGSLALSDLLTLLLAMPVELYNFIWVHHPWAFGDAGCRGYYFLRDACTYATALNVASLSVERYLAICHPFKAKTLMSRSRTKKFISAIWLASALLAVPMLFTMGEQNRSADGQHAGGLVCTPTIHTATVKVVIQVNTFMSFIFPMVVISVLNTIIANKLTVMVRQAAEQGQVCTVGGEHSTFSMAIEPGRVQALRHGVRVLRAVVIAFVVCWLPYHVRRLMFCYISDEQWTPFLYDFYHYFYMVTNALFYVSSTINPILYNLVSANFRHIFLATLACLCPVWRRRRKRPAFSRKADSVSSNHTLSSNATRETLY
# WT yeast gro inh mutant strain – further read-out of WT yeast gro inh, marked with its call; inhibition, %; mitochondrial fusion phenotypic screen, mutant strain inhibition
# Autophagy HCS cell loss 18 h – recorded beside Autophagy HCS, whose call it bears; toxicity, %; measured here: cell loss, nuclei count;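 cell loss after 18 h compound exposure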
# NTR1 ag cell count 20 µM – further read-out of NTR1 ag, marked with its call; cell count; measured here: cell count, cytotoxicity flag
# Numbers without * were called inactive; i = inactive; ? = inconclusive; · = no result given; + = active, no number; & = joins results of further samples; [ ] = remark or other dose.
mol,Autophagy HCS,LYP inhibition,NTR1 ag cell count 20 µM,NS5 inhibitors,RSV antiviral HEp-2,WT yeast gro inh mutant strain,Autophagy HCS cell loss 18 h,K1F lysis inhibition,WT yeast gro inh,GPR35 antagonists,NTR1 ag,AID2073
Cc1nc2ccc(NC(=O)c3c(-c4ccccc4)noc3C)cc2s1,·,-4%,71,1%,0.5%,-9,·,0.4%,-7,10%,-0.5,-9%
NC(=O)C1CCN(C(=O)CN2CCN(c3cccc(C(F)(F)F)c3)CC2)CC1,i,-7%,83,-5%,0.5%,14,-2,-0.3%,1,-1%,-1.4,3%
CCN(CC)c1ccc(NC(=O)C2CCC(CNc3c(N4CCCC4)c(=O)c3=O)CC2)c(C)c1 (centres undefined),·,-2%,52,9%,0.4%,·,·,0.4%,·,-2%,3.8,-3%
COc1cc2c(cc1OC)C(C)N(C(=O)Nc1ccccc1)CC2 (centres undefined),·,-2%,45,4%,-1.0%,·,·,-0.1%,·,1%,-1.1,16%
COc1ccccc1Nc1ncnc2nc[nH]c12,i,-3%,82,-4%,1.8%,9.2*,-6,1.6%,70*,-3%,-1.0,19%
CC(Sc1ccccc1)C(=O)Nc1ccc(N2CCOCC2)cc1 (centres undefined),i,-10%,102,5%,0.1%,4,42,0.8%,5,13%,-1.8,-2%
COc1cc(C(=O)Nc2ccccc2N2CCN(S(C)(=O)=O)CC2)cc(OC)c1OC,i,2%,62,-4%,3.1%,-10,-5,0.5%,-7,-9%,0.2,2%
Nc1nc(N2CCN(c3ccccn3)CC2)nc2ccccc12,·,-2%,97,-7%,3.9%,·,·,0.1%,·,10%,0.3,44%
Cc1cccnc1NC(=O)c1ccc2c(c1)OCO2,·,·,79,-1%,-0.6%,·,·,0.9%[50 µM],·,·,-0.9,·
CC1CC(=O)C2=C(C1)Nc1nc3ccccc3n1C2c1cccnc1 (centres undefined),i,-25%,59,2%,0.5%,4,3,0.5%,13,2%,0.2,?
O=C(NCCC1=CCCCC1)C(=O)NCCc1ccc(Cl)cc1,i,-7%,56,-8%,-0.1%,18,-8,0.1%,2,15%,1.4,10%
CN(C)c1ccc(C(=O)N2CCCC2)cc1,i,-7%,52,-5%,1.4%,12,-3,-0.1%,-6,9%,0.0,-9%
COc1ccc(OCC(=O)Nc2ccccc2Cl)cc1,i,1%,71,-4%,0.5%,-26,-2,0.2%,-9,-3%,0.4,0%
COc1cc(NC(=O)c2cc(C)on2)cc(C(=O)Nc2cccc(C(F)(F)F)c2)c1,·,0%,56,1%&-6%,11%,·,·,1.2%,·,6%,-3.9,14%
Cc1cnc(CNC(=O)C2CCC(=O)N(CCc3ccc(Cl)cc3)C2)cn1 (centres undefined),·,-6%,49,-6%,·,·,·,0.2%,·,6%,0.1,7%
CN(CC(=O)Nc1ccccc1Cl)C(=O)CSc1nc2ccccc2s1,i,-6%,48,-6%,15%,-12,5,0.5%,6,-3%,0.4,3%
CC1(C(=O)NNC(=O)c2cccc([N+](=O)[O-])c2)CC1(Br)Br (centres undefined),·,-11%,69,-9%,-0.2%,·,·,0.0%,·,-14%,0.2,3%
CC(=O)N1CCN(c2ccc([N+](=O)[O-])c(-n3nc(C)cc3C)c2)CC1,i,-3%,47,·,1.1%,2,6,-0.5%,9,-8%,-0.5,-3%
O=C(COC(=O)CCc1c[nH]c(=O)[nH]1)Nc1ccccc1,i,0%,74,-3%,3.1%,3,-10,0.0%,2,3%,1.6,2%
Nc1c(C(=O)CSc2nncn2-c2ccccc2)c(=O)[nH]c(=O)n1C1CC1,·,·,64,-3%,0.6%,·,·,0.9%[50 µM],·,·,1.4,·
CC(C)(CO)NCC(O)COc1ccc2c(c1)CCC2 (centres undefined),i,-2%,86,1%,0.7%,26,8,3.5%,1,13%,-0.6,1%
Cc1ccc(-c2ccnc3cc(C)nn23)cc1,·,-6%,77,-5%,2.9%,·,·,-0.1%,·,4%,-0.8,20%
Cc1ccccc1CN1C[C@@H]2C[C@@H](c3cnc(N4CCOCC4)s3)N3CCC[C@@]23C1=O,i,-6%,86,5%,-0.2%,6,6,0.2%,10,16%,-0.1,-3%
Cc1ccc2nc(SCC(=O)c3ccc(Cl)s3)[nH]c2c1,i,-6%,64,-10%,9.4%,5,14,i,-7,5%,3.9,9%
CC(C)c1nc(CN2CCCCC2)cc(=O)[nH]1,i,-5%,35,·,2.3%,4,15,·,3,7%,-0.4,-1%
O=C(N/N=C/c1cccc(Oc2ccccc2)c1)c1cccc(Br)c1,i,-4%,44,-8%,38%,3,29,0.2%,13,-6%,2.2,2%
O=C(N/N=C/c1ccco1)C1CCCC1,·,-8%,63,-2%,1.7%,·,·,-0.2%,·,-5%,0.3,-2%
CC(C)Oc1ccc(N2CC(C(=O)Nc3ccc4c(c3)OCO4)CC2=O)cc1 (centres undefined),i,-8%,52,-4%,0.1%,5,5,1.7%,9,-4%,-1.5,0%
COc1cc(/C=C/C(=O)Oc2coc(CSc3ncccn3)cc2=O)cc(OC)c1OC,i,-11%,57,-9%,-1.8%,-6,-10,0.2%,-1,-5%,1.1,15%
COCCCNC(=S)N(Cc1ccccc1)Cc1ccccc1,i,0%,39,-4%,3.1%,36,-7,11%,39,-9%,1.7,-9%

# Part of the list above, with values under each structure:
# Value order: Autophagy HCS, LYP inhibition, NTR1 ag cell count 20 µM, NS5 inhibitors, RSV antiviral HEp-2, WT yeast gro inh mutant strain, Autophagy HCS cell loss 18 h, K1F lysis inhibition, WT yeast gro inh, GPR35 antagonists, NTR1 ag, AID2073
> O=C(COC(=O)CCc1c[nH]c(=O)[nH]1)Nc1ccccc1
  i, 0%, 74, -3%, 3.1%, 3, -10, 0.0%, 2, 3%, 1.6, 2%
> Nc1c(C(=O)CSc2nncn2-c2ccccc2)c(=O)[nH]c(=O)n1C1CC1
  ·, ·, 64, -3%, 0.6%, ·, ·, 0.9%[50 µM], ·, ·, 1.4, ·
> CC(C)(CO)NCC(O)COc1ccc2c(c1)CCC2 (centres undefined)
  i, -2%, 86, 1%, 0.7%, 26, 8, 3.5%, 1, 13%, -0.6, 1%

# Following part:
mol,Autophagy HCS,LYP inhibition,NTR1 ag cell count 20 µM,NS5 inhibitors,RSV antiviral HEp-2,WT yeast gro inh mutant strain,Autophagy HCS cell loss 18 h,K1F lysis inhibition,WT yeast gro inh,GPR35 antagonists,NTR1 ag,AID2073
C/C(=N\OCC(=O)Nn1c(=O)[nH]c2ccccc2c1=O)c1cccs1,i,-5%,36,-14%,12%,15,6,-0.3%,-1,-2%,-1.2,8%
O=C(Nc1ccc(C(=O)N2CCCCC2)cc1)c1cccc([N+](=O)[O-])c1,·,0%,58,-4%,13%,·,·,-0.2%,·,14%,1.6,4%
Cc1csc(SCC(=O)NC(=O)Cc2ccccc2)n1,i,-8%,62,-6%,0.5%,-10,-18,-0.1%,-35,6%,-1.3,-8%
CC(=O)Nc1ccc(NC(=O)C2C3CCC(C3)C2C(=O)O)cc1 (centres undefined),·,-8%,94,-5%,1.9%,·,·,0.2%,·,-5%,-0.9,10%
C/C(=N\NC(=O)c1ccc([N+](=O)[O-])cc1)c1c(O)cc(C)oc1=O,i,-7%,98,1%,0.8%,5,-5,-0.5%,-13,5%,0.4,-2%
CCOc1ccc(N2C(=O)CC(NC3CCN(C(=O)c4cccs4)CC3)C2=O)cc1 (centres undefined),·,-9%,69,-12%,1.7%,·,·,1.8%[50 µM],·,15%,-0.3,10%
O=C(CCCC(=O)Nc1cccc(Br)c1)N/N=C/c1cc([N+](=O)[O-])ccc1O,·,-5%,54,-4%,0.6%,·,·,0.6%[50 µM],·,-3%,1.4,18%
O=C(NCc1ccccc1)c1noc2c1CCCCC2,+,-6%,87,3%,0.2%,-10,57*,3.0%,-11,4%,3.3,4%
CCOC(=O)C(Cc1ccccc1)NC(=O)CNC(=O)CNC(=O)OCc1ccccc1 (centres undefined),i,-5%,66,-5%,0.3%,2,-11,3.4%,-26,-2%,2.0,0%
CC(=O)N1CCc2cc(S(=O)(=O)NCCC(=O)NCCc3ccc(Cl)cc3)ccc21,·,-7%,77,6%,2.1%,·,·,0.3%,·,0%,0.1,-7%
Cc1cc(C(=O)CN2CC(C)OC(C)C2)c(C)n1-c1ccccc1 (centres undefined),i,-2%,56,-2%,0.8%,-7,-13,0.9%,-4,7%,-1.3,8%
CCCNC(=O)CN(C)CC(=O)Nc1ccccc1C#N,i,-7%,46,-11%,-0.5%,13,10,-0.1%,-15,-14%,-0.7,8%
CC(OC(=O)c1ccc2c(=O)n3c(nc2c1)CCC3)C(N)=O (centres undefined),i,-2%,59,3%,1.6%,2,4,0.3%,4,7%,-1.3,0%
c1ccc(-n2c(SCC3CCCCO3)nnc2-c2cccs2)cc1 (centres undefined),i,-3%,59,0%,1.6%,-8,13,5.5%,8,8%,2.6,2%
CC(C)C1N(S(=O)(=O)c2ccccc2)CCN1S(=O)(=O)c1ccccc1,i,1%,88,0%,1.1%,7,29,0.0%,25,-16%,-1.0,0%
COc1cc(C)nc(N2CCCC(C(=O)Nc3cc(Cl)ccc3OC)C2)n1 (centres undefined),i,-3%,42,0%,·,-1,0,-0.2%,9,-2%,6.5,-5%
CN(C)/C=C(\C#N)C(=O)N/N=C/c1ccc(Cl)cc1,i,0%,83,-5%,1.4%,-10,-5,-0.1%,16,10%,-0.9,-6%
COC(=O)C1C(=O)C2=C(CC1C)NC(C)=C(C(=O)OC(C)C)C2c1ccc(C)o1 (centres undefined),i,-6%,83,1%,0.3%,22,-4,9.4%,35,-11%,-0.2,2%
CC(C)CN(C(=O)Cn1c(C(F)(F)F)nc2ccccc21)C1CCS(=O)(=O)C1 (centres undefined),·,·,68,-7%,-1.6%,·,·,1.2%[50 µM],·,·,0.7,·
COc1ccc(COc2cc(-c3cccc(OC)c3)nc3ccc(NC(C)=O)cc23)cc1,i,-6%,87,-7%,4.4%,-22,-53,0.4%,2,-13%,6.5,6%
Cc1ccc(C2(C(F)(F)F)NC(=O)N3C(=C2C#N)Nc2ccccc23)cc1 (centres undefined),i,-2%,55,-1%,1.6%,46,6,0.0%,8,-1%,1.8,14%
Nc1c(C(=O)O)cnn1-c1ccc([N+](=O)[O-])cc1,·,-7%,51,-6%,·,·,·,-1.4%,·,4%,0.1,6%
Cc1ccc(S(=O)(=O)NCC(=O)N(CC(=O)NCC2CCCO2)Cc2ccccc2)cc1 (centres undefined),i,-8%,64,-1%,1.0%,5,4,11%,-5,6%,-0.7,0%
CN(/C(=N/S(=O)(=O)c1cccs1)c1ccccc1)c1ccc(O)cc1,i,-4%,62,-4%,3.3%,-15,18,0.0%,5,24%,-1.1,14%
